Compound activity as filed in PubChem.
Tb PYK inh – blocks Trypanosoma brucei pyruvate kinase; Q57TT1; Potency, µM (titrated, usually from 76.8 µM), for inactives: top-dose activity, negative = inhibition, hits mostly inhibitors; TbPYK enzyme, Kinase-Glo Plus ATP luminescence, 45 min; 410,000 tested, 0.12% active; active = well fitted inhibition curve with a large enough effect; inconclusive = small, poorly fitted or top-dose-only effect; note: nearly all actives have a fitted effect of over 50% in size
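Glycolytic pyruvate kinase of T. brucei was incubated with substrate, test compound and 130 uM ADP for 45 minutes at room temperature. Luminescent Kinase-Glo Plus signal was measured after 10 minutes.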
An asterisk follows results filed as active; ? = inconclusive; [ ] = another dose, or the depositor's remark. % is set by controls: 0 for no effect and ±100 for the full control effect; potency is the fitted concentration of half-maximal effect.

Structure,Tb PYK inh
Fc1ccc(-c2cc(-c3ccc(F)cc3)c3c(n2)-c2cc(F)ccc2OC3)cc1,9%
O=C(NCc1ccc(Cl)cc1)C1CCN(S(=O)(=O)c2ccc3c(c2)CCCN3C(=O)C2CCC2)CC1,1%
COc1ccc(C(=O)NCCSc2c[nH]c3ccccc23)cc1OC,-1%
CCN1CCN(c2oc(-c3ccc(COc4ccc(OC)cc4)o3)nc2C#N)CC1,4%
COc1ccc(NC(=O)c2ccc3c(c2)N(Cc2cccc(Cl)c2)C(=O)c2ccccc2S3(=O)=O)cc1Cl,-7%
CCCCNc1nc(Oc2ccc(OCC(N)=O)nn2)nc(N2CCOCC2)n1,1%
CCCN(CCC)c1cc(C)nc2nc(-c3ccc(Cl)cc3)nn12,-2%
COc1ccc(NC(C)=O)cc1NC(=O)CN1CCN(c2ccc(F)cc2)CC1,0%
CCOc1ccccc1NC(=O)CN1C(=O)C(=O)c2ccccc21,-11%
Cc1noc(C)c1S(=O)(=O)N1CCCCC1c1cc(C(=O)Nc2cccc3c2CCCC3)no1 (stereo not drawn),-7%
CCOc1ccc(-n2nc3ccc(NC(=O)COc4ccc(OC)cc4)cc3n2)cc1,-5%
CC(C)(C)OC(=O)N1CCC(c2c(C(=O)NCc3cccc(Cl)c3)cnn2-c2ccc(F)cc2)CC1,0%
C#CCn1c(COc2ccccc2C)nc2ccccc21,-1%
COc1ccc(N(C(=O)/C=C\C(=O)Nc2ccc(C)cc2)C(C(=O)NCc2ccco2)c2ccc(C)cc2)cc1 (stereo not drawn),4%
Cc1ccc(Cc2c(-c3ccco3)nc3c(C)cc(Br)cn23)cc1,-5%
Cc1ccc(Cn2nc3n(c2=O)-c2cc(Cl)ccc2OC3)cc1,-4%
Cc1ccsc1C(=O)N1CCC1(C)C(=O)NCc1cccc2ccccc12 (stereo not drawn),-7%
COc1ccc(OC)c(C2CC(=O)N(c3cccc(C)c3)C3=C2C(=O)OC3)c1 (stereo not drawn),-4%
CCCNC(=O)CN1CCN(c2ncc(NC(=O)c3ccc(Cl)cc3)cc2C(=O)O)CC1,-19%
CCn1cc(C(=O)NCc2ccccc2)c(=O)c2cc(S(=O)(=O)N3CCCCC3)ccc21,-7%
Cc1ccc(C(=O)Nc2scc(-c3ccccc3)c2C(=O)O)cc1,-6%
Cn1c(N)c(C(=O)COC(=O)c2cc(S(=O)(=O)NCc3ccccc3)ccc2O)c(=O)n(C)c1=O,-4%
O=C(NCCc1ccccc1)[C@@H]1CC=C[C@@H]2CCN(Cc3ccc(Cl)c(Cl)c3)C(=O)[C@@H]21,-5%
COc1ccc(C(=O)c2oc3ccccc3c2NC(=O)COc2ccc(C)cc2)cc1,2%
CN(C)c1ccc(NC(=O)CC(NCc2cccnc2)C(=O)O)cc1 (stereo not drawn),-14%
COc1cccc(C(=O)NN2CCOCC2)c1,-1%
CCOC(=O)[C@@H](C)N(C(=O)OC(C)(C)C)S(=O)(=O)N(Cc1ccccc1)[C@H](C(=O)OC)C(C)C,4%
CCc1ccc(CNC(=O)c2ccc(CS(=O)(=O)Cc3cccc(C)c3)o2)cc1,-12%
CCOc1ccc(NC(=O)Nc2cc3c(cc2N2CCCCC2)n(C)c(=O)n3C)cc1,0%
OC[C@@H]1CN(Cc2cccs2)C[C@H](n2cnc3c(NCc4ccc(F)cc4)ncnc32)O1,-17%
CCCCOc1ccc(CNC(=O)c2cccc(NC(=O)N3CCSc4ncccc43)c2)cc1,2%[15.4 µM]
Cc1ccc2nc3n(c(=O)c2c1)-c1cc2ccccc2cc1C(=O)NC3Cc1ccc(O)cc1 (stereo not drawn),-1%
CCCCCn1c(CN2CCN(C(=O)OCC)CC2)nc2c1c(=O)n(C)c(=O)n2C,1%
CCc1nc2c(OCc3cc(Cl)cc(Cl)c3)cccn2c1N(C)C(=O)c1ccccc1F,0%
CS(=O)(=O)N1CCC2(CCCN(C(=O)Nc3cccc(C#N)c3)C2)CC1,-10%
OC1CCCC1NCc1ccnc2cc(Cl)ccc12 (stereo not drawn),1%
COc1ccc(S(=O)(=O)c2c(O)c3ccc(C(=O)NCc4ccc(Cl)cc4)cc3[nH]c2=O)cc1,1%
COc1cc2c(cc1NC(=O)COc1ccc(Br)c(C)c1)oc1ccccc12,4%
Cc1cccc(CN2CCC(n3nccc3NC(=O)CCCc3ccccc3)CC2)c1,2%
Cc1ccc(C)c(Cn2c(=O)n(C(C)C)c(=O)c3oc4ccccc4c32)c1,1%
CCn1cnc2c(=O)oc3ccc(S(=O)(=O)Nc4ccc(OC)cc4)cc3c21,-9%
COC(=O)Cc1cc(C)cc2c(=O)cc(-c3ccoc3)oc12,-2%
NC(=O)C1CCN(C(=O)c2ccc3c(c2)N(Cc2cccc(Cl)c2)C(=O)c2ccccc2S3=O)CC1 (stereo not drawn),-2%
CCc1ccc2c(c1)Sc1ccccc1CC2N1CCN(C)CC1 (stereo not drawn),1%
CCCCOCCCNC(=O)C[C@@H]1C[C@@]2(C(=O)OCC)CCCC=C2N(Cc2ccc3c(c2)OCO3)C1=O,8%
Cc1noc(C)c1-c1ccc2nc[nH]c(=O)c2c1,-10%
COc1cccc(C(=O)N2C(C(C)C)COc3cc(Br)ccc3S2(=O)=O)c1 (stereo not drawn),-5%
Cc1cccc2nc3ccccc3cc12,-1%
COc1cccc(C(=O)Nc2ccc(C(=O)OCc3cc(=O)n4nc(C5CC5)sc4n3)cc2)c1,2%
COc1ccccc1S(=O)(=O)N(C)C[C@H]1OCc2cn(nn2)CCCC(=O)N([C@H](C)CO)C[C@@H]1C,0%
C[C@H]1CN[C@H](CCO)/C1=C\c1ccccc1,-9%
CC(=NNC(=O)c1ccncc1)c1cccc(Cl)c1,1%
N#Cc1ccc(Nc2nc(-c3ccccc3)c(C(=O)c3ccccc3)s2)cc1,-3%
O=C(c1ccco1)N1CCN(C2CN(Cc3cn(Cc4ccccc4C(F)(F)F)nn3)S(=O)(=O)C2)CC1 (stereo not drawn),-13%
COc1ccc(-c2oc3ncn4nc(-c5ccccc5C)nc4c3c2-c2ccc(OC)cc2)cc1,3%
Cc1ccc(S(=O)(=O)C(CNC(=O)COc2ccccc2)c2cccs2)cc1 (stereo not drawn),-2%
COc1cccc(NC(=O)C2(C)CCN2C(=O)CC2CCCC2)c1 (stereo not drawn),-8%
COc1ccccc1CCNC(=O)CCc1c(C)c2cc3c(C)coc3c(C)c2oc1=O,-10%
CC(C)(C)NS(=O)(=O)c1ccc2nc(NC(=O)c3cccnc3)sc2c1,-8%
C[C@@H](c1ccccc1)N1C[C@@H](COCc2ccccc2)Oc2cc(N3CC[C@H](O)C3)ccc2S1(=O)=O,-1%

Going on with the list.
| smiles | Tb PYK inh |
| --- | --- |
| CCOc1ccc(/C=C/c2nc(C#N)c(NC3CCCCC3)o2)cc1 | -2% |
| Cc1ccc(S(=O)(=O)c2nc(-c3ccccc3Cl)oc2N2CCCCCC2)cc1 | -11% |
| Cc1ccc(N(C)C(=O)c2cc(S(=O)(=O)N3CCOCC3)cn2C)cc1 | 1% |
| OC(c1ccccc1)(c1nc(-c2ccc(F)c(Cl)c2)cs1)C(F)(F)F (stereo not drawn) | -2% |
| COC(=O)c1ccccc1NC(=O)c1nn(-c2ccc(OC)cc2)c(=O)c2c1c1ccccc1n2C | -1% |
| CCOC(=O)c1cnc2ccc(C)cc2c1NCCc1ccc(OC)c(OC)c1 | -4% |
| Cc1coc2c(C)c3oc(=O)c(CCC(=O)N[C@H](C(=O)O)C(C)C)c(C)c3cc12 | 2% |
| CC(O)(c1ccc(F)c(F)c1)c1nc(/C=C/c2ccccc2)cs1 (stereo not drawn) | -9% |
| COc1cccc2c1C(=N)c1c(O)c3c(c(O)c1C2=O)CC(O)(C(C)=O)CC3OC1CC(N)C(O)C(C)O1 (stereo not drawn) | -27% |
| c1ccc(C(CN2CCCCC2)c2ccccc2)cc1 | -1% |
| CCc1ccc2ncc3c(-c4ccc(F)cc4)nn(CC(=O)NCc4ccccc4)c3c2c1 | -3% |
| COc1ccc(C(C)(NC(C)=O)c2nc(-c3ccncc3)cs2)cc1 (stereo not drawn) | 5% |
| COc1ccccc1CN1C(=O)[C@H]2Cc3c([nH]c4ccccc34)C(C)(C)N2C1=O | 1% |
| CCc1ccccc1S(=O)(=O)Cc1ccc(C(=O)NCCc2ccc(Cl)cc2)o1 | -2% |
| COc1ccccc1C(=O)NCC1(N2CCN(C)CC2)CCCCC1 | 8% |

Among those listed so far, these contain a CF3 group.
| smiles | Tb PYK inh |
| --- | --- |
| O=C(c1ccco1)N1CCN(C2CN(Cc3cn(Cc4ccccc4C(F)(F)F)nn3)S(=O)(=O)C2)CC1 (stereo not drawn) | -13% |
| OC(c1ccccc1)(c1nc(-c2ccc(F)c(Cl)c2)cs1)C(F)(F)F (stereo not drawn) | -2% |

Next section.
| smiles | Tb PYK inh |
| --- | --- |
| O=C(Nc1ccc(C(=O)N2CCN(c3ccncc3)CC2)cc1)c1ccc(Br)o1 | 3% |
| CC1CCc2nc(NC(=O)COc3ccc(C(C)(C)C)cc3)sc2C1 (stereo not drawn) | 5% |
| Cc1ccc(CNS(=O)(=O)c2ccc(N3CCCCS3(=O)=O)cc2)cc1 | 9% |
| CC(=O)C1(O)C(C)CC2C3CC(F)C4(O)CC(O)CCC4(C)C3CCC21C (stereo not drawn) | -2% |
| Nc1ccc(S(=O)(=O)NC2(C(F)(F)F)NC(=O)N(c3cccc(Cl)c3)C2=O)cc1 (stereo not drawn) | 2% |
| COC(=O)N1Cc2ccccc2-n2nncc2C1 | 0% |
| CCOC(=O)c1c(C)sc(-c2c(-c3ccc(OC)c(F)c3)[nH]c3c2c(=O)[nH]c(=O)n3C)c1O | -5% |
| O=S(=O)(NC1CC1)c1ccc(Br)cc1N1CCC[C@H]1CO | -7% |
| O=C(C1CC1)N1CCc2cc(Br)c(S(=O)(=O)N3CCCCCC3)cc21 | -13% |
| CC(C)N(Cc1ccccc1)C(=O)CCS(=O)(=O)c1cc2c(cc1Cl)NC(=O)CO2 | -6% |
| Cc1cc(C)c2nc(NC(=O)c3ccc(S(=O)(=O)N4CCC(C)CC4)cc3)sc2c1 | -9% |
| CCOC(=O)c1c(C)n(-c2ccccc2)c2ccc(OC(=O)COc3ccccc3)cc12 | 3% |
| CSCCC(c1nnnn1C1CCCCC1)N1CCN(C/C=C/c2ccccc2)CC1 (stereo not drawn) | -4% |
| O=C(CN1C(=O)c2ccccc2C1=O)NC(Cc1ccccc1)C(=O)O (stereo not drawn) | -6% |
| Cn1c(SCc2ccc(F)cc2)nc2c([nH]c3ccccc32)c1=O | 0% |
| CC(=O)NC(c1ccc(F)c(F)c1)c1nc(-c2ccc(F)c(Cl)c2)cs1 (stereo not drawn) | 4% |
| COc1ccccc1/C=N/Nc1nc(C)cc(=O)[nH]1 | -2% |
| Cc1cccc(OCC(=O)Nc2ccccc2OCc2cc(=O)n3cc(C)ccc3n2)c1 | -3% |
| CCCCNC(=O)c1ccc(-c2nc(CS(=O)(=O)c3ccc(C)cc3)c(C)o2)cc1 | -4% |
| Cc1nc(C2CCCCC2)c(-c2ccccc2)c(N2CCOC2=O)c1C | -15% |
| Cc1ccc(-c2cc(C(=O)Nc3c(C(=O)c4ccc(C)c(F)c4)oc4ccccc34)no2)cc1 | 0% |
| COc1ccc(-c2csc(C(C#N)=C(O)CSc3nccn3C)n2)cc1OC | 1% |
| Cc1ccc(C)c(CN2C(=O)c3ccccc3S(=O)c3ccc(C(=O)NCCc4ccc(Cl)cc4)cc32)c1 (stereo not drawn) | 6% |
| CC(C)CC(=O)NC1(C(F)(F)F)C(=O)Nc2c1c(=O)[nH]c(=O)n2-c1ccccc1 (stereo not drawn) | 1% |
| CC(=O)Nc1ccc(C(=O)OCC(=O)NC2CCCCCC2)cc1 | 3% |
| C[C@H](O)[C@@H]1CN2CCc3c([nH]c4ccccc34)[C@@H]2C[C@@H]1N(C)C(=O)Nc1ccc(Br)cc1 | 5% |
| COc1ccc(CC(N)c2csc(NC(=O)NC(c3ccccc3)c3ccccc3)n2)cc1 (stereo not drawn) | 1% |
| COc1ccc(CN2C(=O)[C@@H]3Cc4c([nH]c5ccccc45)C(C)(C)N3C2=O)cc1 | 3% |
| COc1cc(C(=O)Nc2cccc(OCc3cc(=O)n4cc(C)sc4n3)c2)cc(OC)c1OC | -3% |
| COc1ccc(S(=O)(=O)Nc2cc(-c3cn4ccccc4n3)ccc2C)cc1 | 2% |

Part of the list above, as labelled records.
O=C(NCCc1ccccc1)[C@@H]1CC=C[C@@H]2CCN(Cc3ccc(Cl)c(Cl)c3)C(=O)[C@@H]21
  Tb PYK inh = -5%
COc1ccc(C(=O)c2oc3ccccc3c2NC(=O)COc2ccc(C)cc2)cc1
  Tb PYK inh = 2%
CN(C)c1ccc(NC(=O)CC(NCc2cccnc2)C(=O)O)cc1 (stereo not drawn)
  Tb PYK inh = -14%
COc1cccc(C(=O)NN2CCOCC2)c1
  Tb PYK inh = -1%

Later entries
| smiles | Tb PYK inh |
| --- | --- |
| COc1cc(NS(=O)(=O)c2ccc(N/C=C\C(=O)c3ccc(C)cc3)cc2)nc(OC)n1 | ? |
| COc1cc2c3c(n(C)c(=O)c2cc1OC)-c1cc2c(cc1C3=O)OCO2 | -3% |
| COc1ccc(C(=O)Nc2cccc(C(=O)OCc3cc(=O)n4c5c(sc4n3)CCCC5)c2)cc1 | -8% |
| Cc1c(Cl)cccc1-n1ncc(C(=O)N2CCOCC2)c1C1CCN(C(=O)OC(C)(C)C)CC1 | 0% |
| CC(C)c1ccc(OCC(=O)N2CCN(CCc3ccccn3)CC2)cc1 | 0% |
| CCOC(=O)c1ccccc1NC(=O)CCOc1ccccc1 | 0% |

Already shown: an excerpt of the list.
| smiles | Tb PYK inh |
| --- | --- |
| COc1ccc(S(=O)(=O)Nc2cc(-c3cn4ccccc4n3)ccc2C)cc1 | 2% |
| COc1cc(NS(=O)(=O)c2ccc(N/C=C\C(=O)c3ccc(C)cc3)cc2)nc(OC)n1 | ? |
| COc1cc2c3c(n(C)c(=O)c2cc1OC)-c1cc2c(cc1C3=O)OCO2 | -3% |
| COc1ccc(C(=O)Nc2cccc(C(=O)OCc3cc(=O)n4c5c(sc4n3)CCCC5)c2)cc1 | -8% |

This is a subset; the hit share may differ from the screen's.
